Compound activity (PubChem BioAssay)
Cneo AK release = causes C. neoformans cell lysis; adenylate kinase release luminescence, 4 h; normalised: neutral wells 0, clomiphene wells 100; lysis activity, % at 15 µM; 360,000 tested, 0.2% active;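 active = mean lysis activity across replicates of at least 80%, whatever share of replicates individually reach that level; inactive = mean lysis activity below 80%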
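Test system: log-phase Cryptococcus neoformans yeast cells; Quantity: yeast cell density of 5 × 10^6 cells/mL; Buffer or medium: YPD; Doses: single compound concentration per well; Timing: 4 h at 37 °C static, read 1 h later; Measured by: AK luminescence; Read-out basis: lysis from increased AK signal; Control set: Clomiphene as positive control.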
SIRT5 inh = sirtuin-5 (human) deacylase inhibition; Purified SirT5, succinyl-peptide AMC, trypsin-coupled fluorescence; 330,000 tested, 1.1% active; inhibition, % at 15 µM; Q9NXA8; in the data active = inhibition above about 15%
Target sequence (Q9NXA8 whole entry, looked up): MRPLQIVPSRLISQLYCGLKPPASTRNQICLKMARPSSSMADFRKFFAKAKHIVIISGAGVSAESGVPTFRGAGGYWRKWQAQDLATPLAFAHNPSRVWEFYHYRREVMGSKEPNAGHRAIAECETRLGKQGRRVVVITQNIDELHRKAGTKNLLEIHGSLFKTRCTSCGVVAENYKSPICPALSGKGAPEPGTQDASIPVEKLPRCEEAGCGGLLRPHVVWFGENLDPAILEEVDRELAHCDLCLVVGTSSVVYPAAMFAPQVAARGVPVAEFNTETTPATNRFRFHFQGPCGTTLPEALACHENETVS
ERAP1 HTS inh = inhibitors of human ERAP1 aminopeptidase. Q9NZ08. recombinant ERAP1, Leu-AMC fluorescence, 60 min. inhibition, % at 10.7 µM. 340,000 tested, 0.15% active. AID 652197;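 active = mean replicate inhibition of at least 30%, or all replicates individually reaching that 30% level; inactive = mean below 30% and not every replicate reaching it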;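 also: 0% = neutral control wells and 100% = L-leucinethiol positive control wells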
PGC1a acetyl inh = modulators of PGC1a acetylation; inhibition, % at 15.6 µM; AID 651687; 350,000 tested, 0.17% active; U2OS PGC1a acetylation, AlphaScreen anti-acetyl-lysine; with virally co-expressed GCN5 acetyltransferase;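 active = every replicate shows inhibition of at least 40%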;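 also: 0% = neutral control wells and 100% = positive control wells; some results beyond the cut were filed as inactive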
LGR2 antag = Drosophila LGR2 receptor signaling inhibition | HEK293 LGR2, CRE-luciferase, bursicon-stimulated, 4 h | inhibition, % at 9.99 µM | 380,000 tested, 0.35% active;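 active = drop in luminescence signal, shown as inhibition above about 50% in the replicate tests, limit read from the data, passing the limit was not always enough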;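 also: agonist challenge used bursicon conditioned medium at about half maximal strength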
S100A4 MyoIIA = blocks human S100A4 binding to myosin IIA peptide | P26447 | S100A4/TAMRA-MyoIIA peptide fluorescence polarization | inhibition, % at 10.7 µM | 360,000 tested, 0.14% active | AID 652163;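 active = mean inhibition of at least 70% across replicates, with every replicate also reaching that level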
Target sequence (P26447 whole entry, looked up): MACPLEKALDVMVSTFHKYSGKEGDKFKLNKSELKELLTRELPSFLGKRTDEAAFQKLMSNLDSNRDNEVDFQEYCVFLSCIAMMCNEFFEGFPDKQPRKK
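Test system – S100A4 monomer (human) · Compound – single-point compound testing · Schedule – 5 min incubation before reading · Probe or stimulus – TAMRA-labelled myosin IIA heavy-chain peptide probe, 5 nM · Benchmarks – neutral control DMSO, positive control TFP · Medium – Calcium-containing HEPES buffer, pH 7.2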
XiGFP reactiv = activators of X-chromosome reactivation in mouse fibroblasts | XiGFP mouse fibroblasts, % GFP-positive cells imaging, 3 d; cells co-treated with 5-aza-dC sensitizer; scaled so ellipticine positive control = 100% | activation, % at 7.58 µM | 360,000 tested, 0.055% active | AID 743238;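 active = mean normalized replicate activation at least 10% and every replicate at or above 10%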;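 also: 0% = median of on-plate neutral control wells and 100% = ellipticine 6 µM median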
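Material: XiGFP fibroblasts, SV40-immortalized. Buffer or medium: DMEM plus 5-aza-dC sensitizer. Compound: single concentration per compound, delivered by pin transfer. Times: 3 days compound exposure. Controls: ellipticine 6 µM.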
C2C12 statin = suppressors of simvastatin-induced myotoxicity in C2C12 myotubes | rescue of ATP level, % at 7.49 µM | 330,000 tested, 0.78% active | AID 602340 | ATP luminescence, 48 h; scaled: DMSO 0, geranylgeraniol control 100;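 active = mean ATP rescue above about 67%, or every replicate alone reaching that limit, limit read from the data, passing the limit was not always enough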;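 also: myotubes were challenged with 10 µM simvastatin during compound exposure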
Numbers without * were called inactive; x = no result given. These rows are one share of the data; count on the stated rates, not on these rows.

SMILES	Cneo AK release	SIRT5 inh	ERAP1 HTS inh	PGC1a acetyl inh	LGR2 antag	S100A4 MyoIIA	XiGFP reactiv	C2C12 statin
O=C(NCCc1ccccc1F)C1CCCN1S(=O)(=O)c1ccccc1 (centres undefined)	0	2	9	3	3	-4	x	8
O=C(CSc1ccccc1)NCc1ccc(F)cc1	x	-3	-4	x	1	1	0.4	x
COc1ccc2[nH]c3c(c2c1)CCN1C(=O)N([C@@H](C)C(=O)NC2CCCCC2C)C(=O)[C@]31C (some centres undefined)	-1	x	x	-11	x	-9	x	8
O=[N+]([O-])c1ccc2c(c1)-c1ccccc1C2=NO	-2	0	1	4	3	-13	0.2	-8
C[C@H](CO)N1C[C@H](C)[C@H](CN(C)S(=O)(=O)c2ccc(F)cc2)Oc2cc(C3=CCCCC3)ccc2S1(=O)=O	-7	32*	0	-19	23	8	-1.0	-30
COc1ccccc1S(=O)(=O)Nc1ccc2nc(C)sc2c1	0	-1	-6	0	-12	-3	0.1	-7
CC(C)NC(=O)Nc1cccc2c1O[C@H](CN(C)C(=O)NC(C)C)[C@H](C)CN([C@@H](C)CO)C2=O	-3	-3	-4	-4	-5	10	1.3	-3
CC1=CC2=NC(=O)/C(=C\c3cccn3CCOc3ccccc3C)C(=N)N2O1	1	3	9	3	10	-3	0.0	7
C[C@H]1CN([C@@H](C)CO)C(=O)c2cc(-c3cccc(F)c3)cnc2O[C@@H]1CN(C)C(=O)C1CCC1	1	5	-1	1	-9	-1	-1.0	6
CN(C)CCCN(C(=O)c1ccc(S(=O)(=O)N2CCCC2)cc1)c1nc2c(F)cc(F)cc2s1	-3	-1	0	x	8	-3	0.0	-9
S=C(Nc1cccc(Cl)c1)N1CCN(c2ccccn2)CC1	-1	-1	-1	-1	-2	-2	-0.1	8
O=C(c1ccco1)N1CCN(C(=O)C2CC(c3ccccc3F)=NO2)CC1 (centres undefined)	-3	-2	0	-4	-4	-3	0.0	-5
COc1ccc(-c2ccc([C@H]3[C@H]4CN(C(=O)C5CCCC5)CC(=O)N4[C@H]3CO)cc2)cc1	x	-4	-1	0	3	4	0.2	x
CCOC(=O)Cn1nc(C)n(-c2c(C)cccc2C)c1=O	-4	0	-1	15	-2	-1	0.1	11
COc1ccc(NC(=O)Nc2ccc3c(c2)C(=O)N([C@H](C)CO)C[C@H](C)[C@@H](CN(C)S(=O)(=O)c2ccccc2)OCCCC[C@H](C)O3)cc1	-12	16*	1	9	0	-8	-0.1	x

Sorted by SMILES length (rising): some entries from above.
SMILES	Cneo AK release	SIRT5 inh	ERAP1 HTS inh	PGC1a acetyl inh	LGR2 antag	S100A4 MyoIIA	XiGFP reactiv	C2C12 statin
CCOC(=O)Cn1nc(C)n(-c2c(C)cccc2C)c1=O	-4	0	-1	15	-2	-1	0.1	11
COc1ccc2[nH]c3c(c2c1)CCN1C(=O)N([C@@H](C)C(=O)NC2CCCCC2C)C(=O)[C@]31C (some centres undefined)	-1	x	x	-11	x	-9	x	8
C[C@H]1CN([C@@H](C)CO)C(=O)c2cc(-c3cccc(F)c3)cnc2O[C@@H]1CN(C)C(=O)C1CCC1	1	5	-1	1	-9	-1	-1.0	6
COc1ccc(NC(=O)Nc2ccc3c(c2)C(=O)N([C@H](C)CO)C[C@H](C)[C@@H](CN(C)S(=O)(=O)c2ccccc2)OCCCC[C@H](C)O3)cc1	-12	16*	1	9	0	-8	-0.1	x

More results
SMILES	Cneo AK release	SIRT5 inh	ERAP1 HTS inh	PGC1a acetyl inh	LGR2 antag	S100A4 MyoIIA	XiGFP reactiv	C2C12 statin
CCCC#Cc1ccc([C@H]2[C@@H](CO)N3C(=O)CN(S(=O)(=O)c4ccccc4C)C[C@@H]23)cc1	x	8	-1	5	1	-26	0.0	x
COc1cc(Cc2nccc3cc(OC)c(OC)cc23)c(S(=O)(=O)O)cc1OC	18	9	1	x	4	-3	0.5	5
Cc1ccccc1C(=O)Nc1cc(S(=O)(=O)N2CCOCC2)ccc1N1CCN(C)CC1	1	3	-9	7	-6	1	0.1	-18
C[C@H](CO)N1C[C@H](C)[C@H](CN(C)C)OCCCC[C@H](C)Oc2ccc(N(C)C)cc2C1=O	-2	0	1	-2	7	18	0.0	-9
O=C(c1cccc(N2C(=O)C3C4C=CC(C4)C3C2=O)c1)N1CCN(c2ccccc2F)CC1 (centres undefined)	0	-1	-2	-12	2	-2	0.0	16
CC1CC(C)CN(CCCNC(=O)C2CCCN(c3ncnc4c3nc3n4CCCCC3)C2)C1 (centres undefined)	-2	-4	-5	39	9	-16	0.2	9
O=C(CC1CC1)N1CC[C@@H]2[C@H](CO)Nc3ccc(-c4cccc(F)c4)cc3[C@@H]21	10	-6	2	5	-4	-24	0.0	19
Cc1ccc(/C=C/S(=O)(=O)NCC(=O)OCC(=O)Nc2ccc(C(N)=O)cc2)cc1	x	0	1	5	-1	3	0.1	x
Cc1ccc(CSc2nnc(-c3cccc(S(=O)(=O)N4CCOCC4)c3)n2CC(C)C)cc1	x	9	1	x	x	-5	0.0	x
COc1cccc(CN2CCNC(=O)C2CC(=O)NCC2CCOCC2)c1 (centres undefined)	4	1	0	15	10	3	0.3	24
COc1ccc(CCNc2ccc(C(CC(N)=O)NC(=O)Cc3cccc4ccccc34)cc2[N+](=O)[O-])cc1 (centres undefined)	-2	1	4	x	-1	-5	0.0	16
CCc1ccc(NC(=O)c2ccnc(C(C)(C)C)c2)cc1	15	x	x	-1	23	x	x	-6
CN(C)CC#Cc1ccc([C@@H]2[C@@H](CO)N3CCCCN(CC4CC4)C[C@@H]23)cc1	-1	2	0	-4	2	-6	-0.1	x
CO[C@H]1CC[C@@H]2CCN(C)C(=O)[C@H](C)N(C)C(=O)c3cccc(C#N)c3OC[C@@H]1O2	1	-10	-3	x	-19	8	0.0	-15
O=C1NC(c2ccccc2)=C(c2ccccc2)C1=O	x	1	2	x	2	29	0.4	x

The final two entries of the part above come first, to join the parts:
SMILES	Cneo AK release	SIRT5 inh	ERAP1 HTS inh	PGC1a acetyl inh	LGR2 antag	S100A4 MyoIIA	XiGFP reactiv	C2C12 statin
CO[C@H]1CC[C@@H]2CCN(C)C(=O)[C@H](C)N(C)C(=O)c3cccc(C#N)c3OC[C@@H]1O2	1	-10	-3	x	-19	8	0.0	-15
O=C1NC(c2ccccc2)=C(c2ccccc2)C1=O	x	1	2	x	2	29	0.4	x
CCN(CC(=O)Nc1ccc(NC(C)=O)cc1)C(=O)c1ccc2ccccc2c1	0	0	-2	12	-5	-2	-0.1	5
Fc1ccc(/C=N/Nc2ncnc3nc[nH]c23)cc1F	1	-1	5	-21	-37	-10	0.3	x
O=C(NCc1cccs1)C1CCCN(S(=O)(=O)c2cccc3cccnc23)C1 (centres undefined)	2	x	0	x	9	-1	0.3	4
Oc1cccnc1Sc1cccc(C(F)(F)F)c1	0	-4	2	-2	5	2	0.0	x
CNC[C@H]1Oc2cc(C#CCN(C)C)ccc2S(=O)(=O)N([C@H](C)CO)C[C@@H]1C	1	-2	1	-7	-7	-2	-1.4	12
COC(=O)c1sc(NC(=O)COc2ccccc2C)nc1C	x	-1	-3	-2	-29	1	0.0	x
Cn1c(C(=O)NC2CC2)cc(=O)n(C)c1=O	x	-4	6	x	10	0	0.1	x
Cc1ccc(N(CC(=O)NC2CCCCC2)S(=O)(=O)c2cccs2)cc1	1	-3	-1	-3	3	0	0.1	-14
CC(C)C#Cc1cnc2c(c1)C(=O)N([C@@H](C)CO)C[C@H](C)[C@@H](CN(C)C(=O)Cc1ccccn1)O2	1	17*	7	2	-5	-1	-1.1	-1
Cc1ccc(S(=O)(=O)N(C)C[C@@H]2Oc3c(cccc3N(C)C)C(=O)N([C@H](C)CO)C[C@H]2C)cc1	-3	-3	-2	-7	9	-1	-0.1	5
O=[N+]([O-])c1cc(C(F)(F)F)ccc1NCCCCNS(=O)(=O)c1ccc(Cl)cc1	1	2	2	-2	-6	-3	0.2	x
CC(=O)Nc1ccccc1C(=O)C(=O)Nc1cccc(F)c1	0	-4	4	-3	-23	0	x	x
COc1ccc(N2CCN(C(=O)c3ccccc3NC(=O)C3=C(C)OCCS3)CC2)cc1	1	-4	-2	-1	-1	2	0.0	9
CCN(CC)C(=O)Cn1cc(S(=O)(=O)CC(=O)Nc2cc(C)on2)c2ccccc21	0	-5	-5	2	13	-5	0.0	x
C[C@H]1CN([C@@H](C)CO)C(=O)c2cc(-c3ccncc3)cnc2O[C@@H]1CN(C)Cc1ccc(Oc2ccccc2)cc1	3	0	0	-6	7	1	-0.7	-3
C[C@@H]1CN([C@@H](C)CO)C(=O)c2cc(-c3ccc(C#N)cc3)cnc2O[C@H]1CN(C)C(=O)c1ccccc1	-4	-19	-2	-5	-9	28	0.3	9
